Neddylation inh: inhibitors of human cullin neddylation. P61081+Q13564. 360,000 tested, 0.58% active. TR-FRET cullin neddylation, biochemical. calls only at 25 µM. AID 651699; in the data active = inhibition above about 36%
Target sequence (P61081 whole entry, looked up): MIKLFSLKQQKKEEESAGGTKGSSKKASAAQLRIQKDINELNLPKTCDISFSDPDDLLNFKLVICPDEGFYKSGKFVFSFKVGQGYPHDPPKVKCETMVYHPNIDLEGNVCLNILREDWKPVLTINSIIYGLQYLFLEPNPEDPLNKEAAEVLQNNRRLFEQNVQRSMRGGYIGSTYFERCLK
Target sequence (Q13564 whole entry, looked up): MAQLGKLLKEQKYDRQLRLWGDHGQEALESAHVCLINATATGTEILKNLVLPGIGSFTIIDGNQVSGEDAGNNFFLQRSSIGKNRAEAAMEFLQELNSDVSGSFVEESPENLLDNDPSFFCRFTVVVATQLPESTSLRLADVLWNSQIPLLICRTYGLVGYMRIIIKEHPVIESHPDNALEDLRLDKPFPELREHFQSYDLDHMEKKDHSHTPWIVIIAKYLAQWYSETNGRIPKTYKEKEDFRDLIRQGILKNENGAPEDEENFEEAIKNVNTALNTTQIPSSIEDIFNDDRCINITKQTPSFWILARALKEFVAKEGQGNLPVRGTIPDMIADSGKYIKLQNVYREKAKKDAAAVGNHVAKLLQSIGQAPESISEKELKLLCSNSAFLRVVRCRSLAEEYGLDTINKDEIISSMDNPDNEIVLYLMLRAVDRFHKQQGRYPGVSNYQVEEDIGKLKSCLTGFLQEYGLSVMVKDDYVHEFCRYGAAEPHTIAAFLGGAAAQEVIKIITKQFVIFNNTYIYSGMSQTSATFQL
FAS TE block: inhibitors of human fatty acid synthase thioesterase domain; P49327; recombinant FAS-TE, OMFH fluorogenic substrate, fluorescence endpoint; inhibition, % at 15 µM; 360,000 tested, 0.67% active; AID 602261;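 active = compounds whose normalised, plate-corrected inhibition of enzyme fluorescence in the single-dose primary screen is 50% or more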;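 note: 0% = DMSO with enzyme and 100% = substrate without enzyme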
Rin1-Abl PPI inh: blocks binding of human Rin1 to Abl; TR-FRET Rin1/Abl binding, biochemical; inhibition, % at 7.35 µM; 360,000 tested, 0.4% active; AID 588664; in the data active = inhibition above about 5%, passing the limit was not always enough
CSN deneddyl inh: blocks human CSN-mediated cullin deneddylation; Q92905; Purified CSN, SCF-Nedd8-OG deneddylation, fluorescence polarization; inhibition, % at 12.5 µM; 360,000 tested, 0.38% active;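 active = pattern-corrected inhibition above about 35%, with an unprinted fluorescence ratio check between 0.5 and 1.5, limit read from the data, passing the limit was not always enough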;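 note: 0% = enzyme with substrate and 100% = substrate without enzyme; some results filed as inactive read as strong as hits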
Target sequence (Q92905 whole entry, looked up, one chain of several): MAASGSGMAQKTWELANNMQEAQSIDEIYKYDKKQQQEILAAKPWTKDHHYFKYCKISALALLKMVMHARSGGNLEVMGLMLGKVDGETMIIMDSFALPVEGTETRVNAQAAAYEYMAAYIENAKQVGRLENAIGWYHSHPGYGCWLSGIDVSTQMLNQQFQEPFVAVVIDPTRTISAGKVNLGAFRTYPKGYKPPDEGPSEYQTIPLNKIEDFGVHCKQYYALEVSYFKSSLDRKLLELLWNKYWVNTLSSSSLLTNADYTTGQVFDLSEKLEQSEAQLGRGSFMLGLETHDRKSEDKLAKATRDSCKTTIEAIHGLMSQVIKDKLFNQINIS
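test system = HEK293T-derived human Csn5 enzyme | amount = 0.24 nM Csn5 enzyme, final concentration | medium = Tris/NaCl/DTT buffer, pH 7.5 | schedule = 90 min reaction at room temperature | signal = FP | evaluation = inhibition of Csn5 cleavage, % | compound dosing = single dose of 12.5 µM compound with 0.25% DMSO | probe or stimulus = 10 nM SCFSkp2-Nedd8OG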
E coli Lon inh: E. coli protease La inhibition. purified E. coli Lon protease, fluorescence polarization. inhibition, % at 7.94 µM. 360,000 tested, 0.42% active. AID 602123; in the data active = inhibition above about 13%, passing the limit was not always enough;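 note: 0% = enzyme with probe and DMSO and 100% = no enzyme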
PABP1 MLLE inh: inhibitors of microRNA-mediated deadenylation, human PABP1 MLLE binding; GST-MLLE / FITC-PAM2 fluorescence polarization; inhibition, % at 20 µM; 360,000 tested, 0.36% active; AID 588489; in the data active = inhibition above about 35%, passing the limit was not always enough;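 note: plate controls were DMSO wells with GST-MLLE for no effect and wells lacking GST-MLLE protein for full effect; some results filed as inactive read as strong as hits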
MsrA inhibitor: inhibits bovine methionine sulfoxide reductase A | purified bovine MsrA, absorbance read-out | inhibition, % at 15.5 µM | 360,000 tested, 0.75% active; in the data active = inhibition above about 4.5%;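 note: 0% = vehicle wells with enzyme and 100% = reference inhibitor wells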
TbMetRS inhib: Trypanosoma brucei MetRS inhibition; purified T. brucei MetRS, ATP depletion, Kinase-Glo luminescence; inhibition, % at 11.9 µM; 360,000 tested, 0.4% active; AID 624268;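 active = inhibition above a per-plate cutoff of the control wells' mean inhibition plus 3 SD, cut at about 5.5% in these data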;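 note: 0% = DMSO wells median and 100% = median of wells with control inhibitor compound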
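Material: parasite MetRS enzyme / Replication: singlicate, one well per compound / Signal: luminescence of leftover ATP / Schedule: 2 h aminoacylation at 25 °C after 15 min preincubation / Medium: HEPES-MgCl2-KCl buffer plus DTT, spermine, BSA, pyrophosphatase / Doses: 11.9 µM single point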
MsrA act: activators of bovine methionine sulfoxide reductase A. 360,000 tested, 0.3% active. purified bovine MsrA, absorbance read-out. AID 602163. activation, % at 10.6 µM; in the data active = activation above about 7.5%;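 note: 0% = vehicle and 100% = reference activator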
An asterisk follows results filed as active; i = inactive; . = not tested or not shown; + = active, no number. Not a hit list; any-hit rate near 4%.

1: Cc1ccc(-c2csc(C(O)(c3ccccc3)C(F)(F)F)n2)cc1C (stereo not drawn)
2: CCC1CCCCN1CCCNC(=O)CCCNC(=O)Cn1cnc2sc3c(c2c1=O)CCCC3 (stereo not drawn)
3: CC(=O)Nc1cc(C(=O)N2CCOCC2)ccc1S(=O)(=O)c1ccc(C)cc1
4: CCn1c(SCC(=O)N2CCCCC2C)nc2c1c(=O)n(C)c(=O)n2C (stereo not drawn)
5: COc1ccc(-c2nc(C#N)c(N3CCC(C(N)=O)CC3)o2)cc1OC
6: O=C(N/N=C/c1ccc(Cl)c([N+](=O)[O-])c1)c1cc(-c2ccccc2)nc2ccccc12

Compound	1	2	3	4	5	6
Neddylation inh	i	i	i	i	.	i
FAS TE block	31	-3	-8	0	-7	32
Rin1-Abl PPI inh	2	-1	0	1	2	-2
CSN deneddyl inh	-4	-5	-2	0	-1	2
E coli Lon inh	12	-4	5	5	-11	-5
PABP1 MLLE inh	-2	4	-2	4	1	-11
MsrA inhibitor	-0.1	0.7	-0.6	-1.4	3.1	-0.3
TbMetRS inhib	0.2	-0.4	0.0	-1.3	-0.8	-0.3
MsrA act	-1	-1	1	1	-2	-11

Ordered by heavy-atom count (highest first): part of the list above.
2: CCC1CCCCN1CCCNC(=O)CCCNC(=O)Cn1cnc2sc3c(c2c1=O)CCCC3 (stereo not drawn)
5: COc1ccc(-c2nc(C#N)c(N3CCC(C(N)=O)CC3)o2)cc1OC
1: Cc1ccc(-c2csc(C(O)(c3ccccc3)C(F)(F)F)n2)cc1C (stereo not drawn)

Compound	2	5	1
Neddylation inh	i	.	i
FAS TE block	-3	-7	31
Rin1-Abl PPI inh	-1	2	2
CSN deneddyl inh	-5	-1	-4
E coli Lon inh	-4	-11	12
PABP1 MLLE inh	4	1	-2
MsrA inhibitor	0.7	3.1	-0.1
TbMetRS inhib	-0.4	-0.8	0.2
MsrA act	-1	-2	-1

Additional compounds follow:
7: CCCCCCNCCn1cnc2c(N)ncnc21
8: CC(=O)c1ccc(OCCCOc2cccc3cccnc23)cc1
9: Cc1c(N2C(=O)c3ccc(F)cc3C2=O)c(=O)n(-c2ccccc2)n1C
10: Cc1nc2ccc(F)cc2cc1C(=O)NCc1ccco1
11: CC(=N\Nc1ccc(Cl)cc1)/C(=N/O)C(=O)Nc1ccccc1
12: CCCCOC(=O)Nc1cccc(C(=O)OCC)c1

Compound	7	8	9	10	11	12
Neddylation inh	i	i	i	i	i	i
FAS TE block	-4	-2	-7	-1	-18	-1
Rin1-Abl PPI inh	-2	0	-1	4	2	1
CSN deneddyl inh	-4	4	-3	0	0	2
E coli Lon inh	-4	2	10	-15	-10	9
PABP1 MLLE inh	1	9	3	2	4	5
MsrA inhibitor	-0.6	0.2	-0.6	-1.0	3.0	-0.8
TbMetRS inhib	-0.9	-0.3	-0.7	-0.9	-1.4	-0.5
MsrA act	-2	-3	1	-5	-6	-10

13: COC(C[C@@H](O)C[C@@H](O)COCc1ccccc1)OC
14: CCOc1cccc(NC(=O)C2CCCN(S(=O)(=O)c3ccc(OC)cc3)C2)c1 (stereo not drawn)
15: COC(=O)COc1cc(Cl)c(C=O)cc1OC
16: O=C(c1ccccc1S(=O)(=O)NCc1ccccc1)N1CCCC1
17: CC(OC(=O)c1ccc2c(c1)OCCO2)C(=O)c1ccccc1 (stereo not drawn)
18: COc1cc2ccccc2nn1

Compound	13	14	15	16	17	18
Neddylation inh	i	i	i	i	i	.
FAS TE block	-8	21	-8	-5	15	-4
Rin1-Abl PPI inh	1	-1	-4	1	-2	-1
CSN deneddyl inh	14	-8	1	-6	-2	-3
E coli Lon inh	-8	-7	-4	-3	15	5
PABP1 MLLE inh	8	-20	-3	9	0	-22
MsrA inhibitor	-0.5	-0.4	-0.6	-1.0	-0.7	0.2
TbMetRS inhib	-0.4	0.3	-0.9	-0.1	-0.5	-0.8
MsrA act	0	-1	-11	-10	-3	-5

19: COC(=O)C1=C(C)NC(=O)NC1c1ccc(OCC(=O)N2CCCCC2)cc1 (stereo not drawn)
20: Cc1ccc(N(C(=O)c2sc(C)nc2C)C(C(=O)NC(C)(C)C)c2ccncc2)cc1 (stereo not drawn)
21: Cc1ccc(C)c(N=Cc2ccc(-c3ccc([N+](=O)[O-])cc3)o2)c1
22: O=S(=O)(Nc1ccc(O)c(CN2CCCCC2)c1)c1ccccc1
23: O=C(CSc1nncs1)NCc1ccc(F)cc1
24: COc1ccccc1NC(=O)Nc1nc(CC(=O)NCc2cccnc2)cs1

Compound	19	20	21	22	23	24
Neddylation inh	i	i	i	i	i	i
FAS TE block	-3	-3	13	-10	-6	-1
Rin1-Abl PPI inh	-1	2	2	1	2	1
CSN deneddyl inh	-2	-5	8	4	3	13
E coli Lon inh	-3	3	-9	2	2	1
PABP1 MLLE inh	10	-16	-17	3	3	-10
MsrA inhibitor	0.5	0.4	1.3	0.2	-1.1	-0.7
TbMetRS inhib	-0.8	-0.8	0.2	-1.5	-1.0	0.0
MsrA act	-1	-4	-2	-4	-7	-2

25: CCn1c(=O)cc(SCC(=O)Nc2cccc(SC)c2)c2ccccc21
26: CN(C)c1ccc(CN(C(=O)c2ccccc2Br)C2CCS(=O)(=O)C2)cc1 (stereo not drawn)
27: CC(=O)c1ccc(NC(=O)CCC(=O)N2CC(C)Oc3ccc(C)cc32)cc1 (stereo not drawn)
28: COc1ccc(-c2cn3cccnc3n2)cc1NC(=O)C1CCCC1
29: c1ccc(-c2ccc3c(c2)NC(C2Nc4cc(-c5ccccc5)ccc4O2)O3)cc1 (stereo not drawn)
30: CCOC(=O)CC1C(=O)NCCN1S(=O)(=O)c1cc(Cl)c(Cl)cc1Cl (stereo not drawn)

Compound	25	26	27	28	29	30
Neddylation inh	i	i	i	+	i	i
FAS TE block	24	0	2	-6	-4	-3
Rin1-Abl PPI inh	-40	3	0	-1	1	5
CSN deneddyl inh	-2	-1	1	-9	2	-2
E coli Lon inh	3	2	-11	-8	-4	-4
PABP1 MLLE inh	15	-13	7	6	1	-11
MsrA inhibitor	0.1	-0.7	-0.3	2.0	1.3	0.9
TbMetRS inhib	-0.3	-0.8	-1.1	-0.9	-0.8	-1.7
MsrA act	-1	-5	-10	-8	-4	0

31: Cc1ccc(S(=O)(=O)N2CCOCC2)cc1C(=O)OCCOc1cccc(Cl)c1
32: CCCCn1c(N)c(N(CC(C)C)C(=O)c2cc(C)oc2C)c(=O)[nH]c1=O
33: Cc1ccc(S(=O)(=O)NCC(=O)N(CC2CCCO2)C(C(=O)NCC2CCCO2)C(C)C)cc1 (stereo not drawn)
34: COc1ccc2[nH]c(=O)c(CN(C(=O)c3ccncc3)C(C)C)cc2c1
35: COc1ccc(/C=N/NC(=O)CC(=O)NCc2cccnc2)cc1
36: CCOC(=O)N(C)c1c(CC)nc2c(OCc3ccc(Cl)cc3Cl)cccn12

Compound	31	32	33	34	35	36
Neddylation inh	i	i	i	i	i	i
FAS TE block	27	-4	-4	-5	-2	27
Rin1-Abl PPI inh	-1	1	1	0	-5	2
CSN deneddyl inh	1	1	2	8	-2	6
E coli Lon inh	5	13	-6	4	-5	-3
PABP1 MLLE inh	11	-19	9	-1	-18	-6
MsrA inhibitor	0.3	-0.7	-0.5	1.8	0.0	0.7
TbMetRS inhib	0.0	0.4	0.0	0.0	-0.1	0.6
MsrA act	2	-2	-3	-1	2	3

37: CCOC(=O)NNC(=O)CCn1c2c(c3ccccc31)CCCC2
38: COc1ccccc1NC(=O)CCc1nc(-c2cccs2)no1
39: Cc1nc(N2CCOCC2)nc(OCCN(C)C)c1[N+](=O)[O-]
40: O=C(Nc1cccc(N=Cc2cc(Br)cc(Br)c2O)c1)c1ccco1
41: COc1cc(OC)cc(C(=O)NCC(=O)OCc2ccc(Cl)c(Cl)c2)c1
42: CC1(C)OC(=O)C(=CNc2ccccn2)C(=O)O1

Compound	37	38	39	40	41	42
Neddylation inh	i	i	i	i	i	i
FAS TE block	3	0	-6	3	45	-6
Rin1-Abl PPI inh	2	0	0	1	2	-3
CSN deneddyl inh	-2	5	6	11	1	-9
E coli Lon inh	6	3	-8	-12	-5	-3
PABP1 MLLE inh	19	-1	5	-8	-3	-10
MsrA inhibitor	0.2	2.8	0.7	0.0	1.4	-0.4
TbMetRS inhib	-1.0	0.2	0.4	0.1	0.0	-0.1
MsrA act	-6	0	3	-3	-2	-8

43: Cc1cccc(C)c1NC(=S)N(CCN(C)C)C(C)c1cccnc1 (stereo not drawn)
44: COc1ccc(C(CNC(=O)c2cc(C)oc2C)N2CCOCC2)cc1 (stereo not drawn)
45: CCCCn1cnc2c(SCc3ccccc3F)nc(N)nc21
46: CN(C)c1nc(F)c(F)c(S(=O)(=O)c2ccccc2)c1F
47: COc1ccccc1Nc1nnc(SCC(=O)N2CCCC2=O)s1
48: COc1ccc(-c2c(C#N)c(N)n(N)c(=O)c2C#N)cc1Cl

Compound	43	44	45	46	47	48
Neddylation inh	i	i	i	i	i	i
FAS TE block	-2	-8	-2	9	-4	48
Rin1-Abl PPI inh	5	-1	-1	2	-3	0
CSN deneddyl inh	0	-3	2	-1	-2	3
E coli Lon inh	-7	-2	-5	-5	7	10
PABP1 MLLE inh	-24	1	-7	-14	-20	-6
MsrA inhibitor	-0.3	0.6	0.0	1.4	2.8	4.2
TbMetRS inhib	-0.7	-0.7	0.4	-0.3	0.0	-0.7
MsrA act	-7	-12	-1	0	0	0

Profiles from above:
`CCCCn1cnc2c(SCc3ccccc3F)nc(N)nc21` is listed with Neddylation inh = i; FAS TE block = -2; Rin1-Abl PPI inh = -1; CSN deneddyl inh = 2; E coli Lon inh = -5; PABP1 MLLE inh = -7; MsrA inhibitor = 0.0; TbMetRS inhib = 0.4; MsrA act = -1
`CN(C)c1nc(F)c(F)c(S(=O)(=O)c2ccccc2)c1F` is listed with Neddylation inh = i; FAS TE block = 9; Rin1-Abl PPI inh = 2; CSN deneddyl inh = -1; E coli Lon inh = -5; PABP1 MLLE inh = -14; MsrA inhibitor = 1.4; TbMetRS inhib = -0.3; MsrA act = 0

Next part.
49: CN(CC(=O)Nc1ccccc1Br)C(=O)c1cccnc1Nc1cccc(C(F)(F)F)c1
50: CCOC(=O)c1ccccc1NC(=O)COC(=O)c1cc([N+](=O)[O-])ccc1N1CCOCC1
51: CC1CCN(CCCCOc2ccc(C(C)(C)C)cc2)CC1
52: CC(C)c1ccc(NC(=O)C2Cc3c(-c4ccc5c(c4)OCO5)ccnc3O2)cc1 (stereo not drawn)
53: CC(C)Oc1ccc(C(=O)NN2C(=O)NC3(CCCCC3)C2=O)cc1
54: Cc1ccccc1Nc1nc(=O)c2cc([N+](=O)[O-])ccc2s1

Compound	49	50	51	52	53	54
Neddylation inh	i	i	i	i	i	i
FAS TE block	31	53*	-1	19	-6	18
Rin1-Abl PPI inh	1	1	1	1	4	1
CSN deneddyl inh	-1	-1	1	2	-2	-9
E coli Lon inh	1	-9	4	-11	4	-8
PABP1 MLLE inh	-8	-3	5	-10	-2	12
MsrA inhibitor	-0.7	1.1	-0.4	-0.5	1.1	1.1
TbMetRS inhib	0.0	-0.4	-0.8	0.0	-0.5	-0.6
MsrA act	-1	-7	2	-5	-4	-6
